# ASM inhibitor = inhibitors of human secretory acid sphingomyelinase; P17405; AID 504937; placental ASM, HMU-PC fluorogenic substrate, 60 min; actives 0.006% (n = 340,000); Potency, µM (doses to about 57.5 µM), without a hit: at the top dose activity change, negative = inhibition, hits mostly inhibitors; note: potency is the fitted concentration of half-maximal effect
#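 Fluorogenic HMU-PC substrate (9 uM final) is turned over by placental ASM in 60 min at 37 C after a 10 min compound preincubation. Reaction ended by alkaline stop (pH 10), with fluorescence read at 386/447 nm.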
# PKM2 act = increases activity of human pyruvate kinase M2; P14618; purified PKM2, Kinase-Glo ATP luminescence, activation; response scale: 0% is enzyme alone, no compound; Potency, µM (series often up to 57.5 µM), inactives show at the highest dose activation, usual class: activators; actives 0.34% (n = 260,000); AID 1631; note: potency is the fitted concentration of half-maximal effect; % is set by controls: 0 for no effect and ±100 for the full control effect; nearly all actives have a fitted effect of over 55% in size
#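 Purified hPK-M2 (>95%) run at intermediate activity with 0.1 mM ADP and 0.5 mM PEP in 50 mM imidazole pH 7.2, KCl, MgCl2; 1 h room temperature. ATP formed read by Kinase-Glo luminescence; normalized to uninhibited and no-enzyme controls.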
# USP2a block = blocks human ubiquitin-specific protease USP2a; O75604; AID 463254; actives 0.01% (n = 330,000); USP2 core, Ub-CHOP2 coupled fluorogenic reporter, 485/531; Potency, µM (doses to about 38.3 µM), inactives show at the highest dose activity change, negative = inhibition, hits mostly inhibitors;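 note: potency is the fitted concentration of half-maximal effect; plate controls were DMSO wells for no effect and full inhibition by NEM control for full effect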
# Target sequence (O75604 whole entry, looked up): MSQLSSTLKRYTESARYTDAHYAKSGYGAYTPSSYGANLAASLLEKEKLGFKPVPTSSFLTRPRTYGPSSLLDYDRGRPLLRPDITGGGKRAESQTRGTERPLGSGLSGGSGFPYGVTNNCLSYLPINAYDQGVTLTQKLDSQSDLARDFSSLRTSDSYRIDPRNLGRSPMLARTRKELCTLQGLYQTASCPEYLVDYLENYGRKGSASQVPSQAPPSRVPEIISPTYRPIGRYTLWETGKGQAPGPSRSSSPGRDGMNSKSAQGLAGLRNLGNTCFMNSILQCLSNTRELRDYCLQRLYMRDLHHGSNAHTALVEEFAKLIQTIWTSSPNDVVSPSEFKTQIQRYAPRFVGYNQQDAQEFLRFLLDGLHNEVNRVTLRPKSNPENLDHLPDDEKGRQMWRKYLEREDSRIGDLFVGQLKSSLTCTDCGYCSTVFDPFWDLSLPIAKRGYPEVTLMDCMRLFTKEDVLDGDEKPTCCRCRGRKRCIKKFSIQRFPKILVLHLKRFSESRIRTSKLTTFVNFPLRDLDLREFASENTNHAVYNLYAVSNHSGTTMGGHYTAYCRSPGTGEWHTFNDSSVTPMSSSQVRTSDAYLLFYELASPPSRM
#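 Cell-free coupled assay: 10nM USP2 core preincubated 30min RT with compound in Tris-HCl pH 8.0/CaCl2/CHAPS buffer, then 25nM Ub-CHOP2 and 25nM reporter substrate; fluorescence (Ex 485/Em 531) read after 60min RT, normalized to NEM inhibition, concentration-response curves fitted.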
# Menin MLL FP TR = menin-MLL binding inhibition, Texas Red mutant peptide; Potency, µM (series often up to 61.6 µM), for the others: at the highest dose FP activity change, negative = inhibition, usual class: inhibitors; actives 0.23% (n = 270,000); Menin + Texas Red MLL mutant peptide, fluorescence polarization; O00255; active = well fitted inhibition curve with a large enough effect in the polarisation, with a control signal flat, not every such curve was filed as active; inconclusive = small, poorly fitted or top-dose-only effect, or effect the other way, or a change in a side signal; inactive = no such curve, though single readings can be large or run the other way; the % refers to the polarisation; note: potency is the fitted concentration of half-maximal effect; % of control where 0% means no effect; many of its hits are not listed in these tables
# Mito fusion act = blocks mitochondrial division or promotes mitochondrial fusion. S. cerevisiae fusion-defective mutant growth rescue, CellTiterGlo 48 h. Potency, µM (top dose mostly 46.1 µM), without a hit: top-dose growth rescue (activation), actives largely listed as activators. actives 0.23% (n = 320,000). AID 485298;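 note: potency is the fitted concentration of half-maximal effect; % of control where 0% means no effect; nearly all actives have a fitted effect of over 45% in size; temperature-sensitive fusion mutants such as fzo1-1 at 37 °C on non-fermentable ethanol glycerol medium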
#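 S. cerevisiae fusion-defective temperature-sensitive mutants (e.g. fzo1-1, mgm1-5) grown 48 h at 37C in YPEG (ethanol/glycerol non-fermentable) medium with 23 nl compound per well; growth rescue read as CellTiterGlo luminescence.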
# GALK inh = inhibitors of human galactokinase; P51570; Purified GALK, Kinase-Glo residual ATP luminescence; Potency, µM (top dose mostly 57.5 µM), for inactives: top-dose activity change, negative = inhibition, most hits filed as inhibitors; actives 0.007% (n = 270,000); AID 1868; note: potency is the fitted concentration of half-maximal effect; % is set by controls: 0 for no effect and ±100 for the full control effect
#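 Luminescence from leftover ATP (Ultra-Glo luciferase/luciferin) served as read-out after a 1 h room-temperature reaction of 5 nM GALK with 35 uM ATP and 100 uM galactose.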
# TSHR antag = antagonists of human thyroid stimulating hormone receptor. P16473. TSHR-expressing cells, TSH-stimulated cAMP HTRF, 2 h; stronger effect = lower value. activity change, negative = inhibition, % at 11.5 µM. actives 0.2% (n = 330,000). AID 504810;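 active = activity change below a set negative limit, meaning inhibition stronger than a set level, cut at about -70% in these data; inconclusive = activity change between two set negative limits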; note: % is set by controls: 0 for no effect and ±100 for the full control effect
#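 TSHR-expressing cells, 200/well, pre-treated with compound, then stimulated with EC80 TSH (4nM final) for 2 hours at 37 deg C. cAMP measured by competitive HTRF: anti-cAMP cryptate antibody in lysis buffer plus cAMP-d2, read after 30 minutes at room temperature.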
# BCR signal inh = blocks chronic active B-cell receptor signaling | ABC-DLBCL IkBa-CBG/CBR reporter, luminescence ratio, 4 h | Potency, µM (highest dose often 46.1 µM), inactives show top-dose ratio change, negative = lower green/red ratio, usual class: inhibitors | actives 0.05% (n = 340,000) | AID 493014; active = well fitted inhibition curve with a large enough effect in the signal ratio, with a control signal flat, not every such curve was filed as active; inconclusive = small, poorly fitted or top-dose-only effect, or effect the other way, or a change in a side signal; the % refers to the signal ratio;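 note: potency is the fitted concentration of half-maximal effect; plate controls were basal doxycycline-induced cells for no effect and cells given 10 µM MG132 for full effect; MG132 reads +100%, hits lower the ratio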
#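 Compounds up to 46 uM were incubated four hours with TMD8 cells whose green CBG68 luciferase is fused to IkappaBalpha; red CBR luminescence normalised the signal, and concentration-effect curves were fitted to fusion, red and ratio data.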
# KCNH2 WT inh = inhibitors of human wildtype KCNH2 potassium channel; actives 0.37% (n = 340,000); activity change, % at 1.84 µM; AID 720551; U2OS, BacMam KCNH2, thallium flux FluxOr; stronger effect = lower value; Q12809;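 active = maximum activity change below -70%; inconclusive = maximum activity change between -70% and -50%; inactive = maximum activity change above -50%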; note: % is set by controls: 0 for no effect and ±100 for the full control effect
#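 U2OS cells were transduced with wild-type KCNH2 virus (2.03 x 10^8 / mL) for 4 h at room temperature, then cultured overnight at 37 C. Thallium flux was read with FluxOr dye. Rate constants were normalized to DMSO controls.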
# Eya2 inh = blocks the phosphatase activity of human Eya2 | O00167 | recombinant Eya2, OMFP fluorescence dephosphorylation (OMFP is methylfluorescein phosphate) | Potency, µM (highest dose often 76.9 µM), for the others: at the highest dose activity, negative = inhibition, most hits filed as inhibitors | actives 0.006% (n = 330,000); note: potency is the fitted concentration of half-maximal effect; % is set by controls: 0 for no effect and ±100 for the full control effect
#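 Eya2 (0.2 uM) preincubated 10 min at ambient with compound, then OMFP substrate added at 50 uM; 10 min reaction in 50 mM HEPES pH 7.5, 50 mM NaCl, 5 uM MgCl2, 0.05% BSA, 1 mM DTT. Fluorescence read at Ex 485/Em 525 nm.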
# MBNL1 CUG block = inhibitors of human MBNL1 binding to CUG repeat RNA | actives 0.036% (n = 280,000) | Q9NR56 | Potency, µM (series often up to 57.5 µM), for inactives: top-dose activity change, negative = inhibition, most hits filed as inhibitors | TR-FRET MBNL1-His/biotin-(CUG)12 binding, 665/545 ratio; active = well fitted inhibition curve with a large enough effect in the signal ratio, with a control signal flat, not every such curve was filed as active; inconclusive = small, poorly fitted or top-dose-only effect, or effect the other way, or a change in a side signal; inactive = no such curve, though single readings can be large or run the other way; the % refers to the signal ratio; note: potency is the fitted concentration of half-maximal effect; % is set by controls: 0 for no effect and ±100 for the full control effect
# Target sequence (Q9NR56 whole entry, looked up): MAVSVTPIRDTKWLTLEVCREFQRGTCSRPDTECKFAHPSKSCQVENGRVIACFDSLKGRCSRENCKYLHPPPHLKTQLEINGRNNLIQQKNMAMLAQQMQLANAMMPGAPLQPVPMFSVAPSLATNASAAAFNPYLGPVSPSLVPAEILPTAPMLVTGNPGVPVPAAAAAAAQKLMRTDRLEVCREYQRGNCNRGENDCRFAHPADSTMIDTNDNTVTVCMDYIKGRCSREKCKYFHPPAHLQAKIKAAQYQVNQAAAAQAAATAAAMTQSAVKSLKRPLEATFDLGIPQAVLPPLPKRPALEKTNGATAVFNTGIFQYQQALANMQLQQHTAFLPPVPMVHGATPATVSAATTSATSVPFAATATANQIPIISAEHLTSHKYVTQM
#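 TR-FRET readout: Ex 340 nm, 665/545 nm emission ratio, normalized to buffer-only (basal) and MBNL1-(CUG)12 controls. Complex of MBNL1-His with Biotin-(CUG)12, compounds 92 nM–58 uM, incubated 60 min at room temperature.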
# * = called active by the depositor; ? = inconclusive; . = not tested or not shown; [ ] = another dose, or the depositor's remark. Unless noted, calls come from the whole dose curve; as a rule, active = well fitted curve in the direction sought with a large enough effect; inconclusive = small, poorly fitted or top-dose-only effect, or another doubt; inactive = no such curve, though single readings can be large; an effect the other way counts as inactive or inconclusive. Not all compounds are listed (hit frequency here may not be typical).
entry	Molecule	ASM inhibitor	PKM2 act	USP2a block	Menin MLL FP TR	Mito fusion act	GALK inh	TSHR antag	BCR signal inh	KCNH2 WT inh	Eya2 inh	MBNL1 CUG block
1	O=C(NCCc1ccccc1)Nc1cccc(Cl)c1	0%	0%	0%	13%	21%	.	-3	-14%	-1	0%	-8%
2	O=C(c1ccco1)N1CCN(C(=O)c2[nH]ncc2[N+](=O)[O-])CC1	.	5%	1%	14%	-4%	2%	-3	-1%	0	3%	.
3	CCOc1ccc(NC(=O)CN(C)C(=O)c2cc(-c3cccs3)nn2-c2ccccc2)cc1OCC	-4%	.	1%	.	-4%	.	4	?	15	-15%	.
4	Cc1nnc(SCc2ccc(CC(=O)O)cc2)o1	6%	-2%	-2%	-11%	1%	2%	2	-3%	-5	13%	3%
5	COc1cc(C)c(NC(=O)COc2ccc3c(c2)CCC3)cc1OC	1%	.	-1%	.	3%	.	-27	0%	-7	7%	.
6	Cc1ccc(Cc2nnc3n(-c4ccccc4)nc(C(=O)c4ccccc4)n3c2=O)cc1	-11%	4%	2%	9%	11%	0%	-12	?	-1	7%	?
7	CCc1nn(CC(=O)Nc2ccc(Br)c(C)c2)c(=N)s1	1%	9%	5%	10%	-14%	-3%	-5	?	-5	2%	-4%
8	Cc1ccc(C(=O)COC(=O)c2nc(Cl)ccc2Cl)cc1	2%	.	0%	.	.	.	8	?	-4	-33%	.
9	CCc1ccc(S(=O)(=O)N/N=C\c2cn(CC(N)=O)c3ccccc23)cc1	-12%	-1%	-1%	8%	0%	7%	7	-2%	-5	9%	5%
10	Cc1ccc(C)c(S(=O)(=O)N2CCN(C(=O)Cc3ccc(S(=O)(=O)N4CCOCC4)s3)CC2)c1	1%	.	4%	.	4%	.	-10	-1%	-21	1%	.
11	COC(=O)c1c(NC(=O)c2ccccc2)sc2c1CC(C)(C)NC2(C)C	5%	-3%	-1%	-6%	2%	-1%	-1	-8%	8	-10%	1%
12	CCCCCc1ccc(-c2nnc(N)s2)cc1	2%	1%	0%	-7%	29%	-1%	-12	24%	1	-2%	1%
13	Cc1ccccc1NS(=O)(=O)c1ccc(C(=O)N2CC(C)OC(C)C2)cc1 (configuration not stated)	4%	.	0%	.	1%	.	3	-8%	-6	5%	.
14	COc1ccc(C2=NN(C(N)=S)C(c3ccccc3)C2)cc1 (configuration not stated)	2%	-10%	-1%	5%	-1%	-1%	21	4%	2	5%	?
15	Cc1ccccc1OCCn1c(=O)sc2ccccc21	-7%	4%	5%	1%	?	-3%	-22	?	-24	-5%	18%
16	Nc1ccc(N2CCCCC2)c(S(=O)(=O)Nc2ccc(Cl)cc2)c1	-3%	1%	0%	.	?	-7%	-11	9%	-2	11%	.
17	O=Nc1ccc(NOC(=O)c2ccc(Br)cc2)cc1	.	1%	1%	10%	-1%	0%	6	0%	.	-2%	6%
18	O=C(O)CC(C(=O)Nc1ccc(Cl)c(Cl)c1)C1CCCO1 (configuration not stated)	4%	3%	-1%	.	-1%	-4%	-6	8%	-8	6%	1%
19	O=C1NC2(CCN(Cc3ccccc3)CC2)Oc2ccccc21	-2%	-20%	-3%	-11%	12%	-1%	20	-10%	10	-6%	-8%
20	O=C1CCN(CCc2ccccc2)CCN1[C@H](CO)Cc1ccccc1	18%	-1%	0%	-1%	1%	.	-7	5%	.	4%	-6%
21	COc1ccc(-c2cc(-c3ccccc3O)[nH]n2)cc1OC	-10%	2%	5%	?	-8%	10%	-22	?	-2	6%	-12%
22	C/C(N)=C(/C#N)C(=O)COC(=O)c1cc(-c2cccc3ccccc23)nc2ccccc12	10%	9%	2%	-14%	?	0%	-8	13%	0	9%	-7%
23	CCOC(=O)c1ccc(NC(=O)C(=O)NCc2ccco2)cc1	-1%	-2%	1%	9%	1%	5%	3	4%	0	3%	-6%
24	CCn1c(O)c(N=NC(=O)C(O)c2ccccc2)c2ccccc21 (configuration not stated)	-1%	-2%	1%	.	0%	0%	-8	6%	-12	2%	?
25	CC(=O)c1ccc(-n2c(CCC(=O)O)ccc2-c2ccccc2)cc1	0%	.	1%	42%[activator]	9%	5%	-3	?	-12	3%	-2%
26	CCOc1ccccc1/C=N/NC(=O)Cc1csc(Nc2cccc(C(F)(F)F)c2)n1	-11%	2%	-6%	?	-1%	0%	14	3%	-7	-7%	3%
27	O=C(NCc1ccccc1Cl)c1ccc[nH]1	-1%	3%	11%	8%	-1%	1%	-8	-8%	4	4%	-4%
28	CC(=O)c1cn(CC(=O)Nc2ccccc2Cl)c2ccccc12	-1%	-4%	1%	8%	4%	-6%	1	-1%	-10	-27%	5%
29	CN(CC(=O)NCCc1ccc(S(N)(=O)=O)cc1)CC(=O)Nc1ccccc1C(F)(F)F	0%	.	1%	.	.	.	-5	-8%	3	-8%	.
30	CCOC(=O)C1CCN(C(=O)c2ccc(OCC(=O)N3CCOCC3)c(OC)c2)CC1	3%	.	1%	.	-14%	.	0	1%	1	12%	.
31	CCOc1ccc(Cl)cc1S(=O)(=O)N1CCC(C(=O)NCc2ccco2)CC1	1%	5%	0%	13%	-3%	1%	3	-2%	-8	-7%	0%
32	Cc1cc(N/N=C/c2ccc(O)cc2)nc(NS(=O)(=O)c2ccccc2)n1	15%	12%	1%	-3%	-1%	.	10	-3%	-5	5%	-19%
33	Cc1ccccc1NC(=S)NC(=O)CCc1ccccc1	-5%	-3%	-1%	25%	0%	0%	-2	24%	6	-10%	5%
34	Cc1ccccc1Cn1ccc(NC(=O)c2cnn3cccnc23)n1	-1%	4%	3%	-8%	4%	0%	-6	4%	-20	-7%	7%
35	CN(C)CCCNC(=S)/N=c1\sccn1Cc1ccccc1Cl	-4%	-8%	2%	-17%	-4%	-1%	11	4%	16	0%	-5%
36	CC(C)C(O)(C#CCN1CCCCCC1)c1ccccc1 (configuration not stated)	-1%	-5%	-4%	1%	0%	1%	32	?	6	-6%	0%

# Taken from above.
# Cc1cc(N/N=C/c2ccc(O)cc2)nc(NS(=O)(=O)c2ccccc2)n1 @ Eya2 inh: 5%
# Cc1ccccc1Cn1ccc(NC(=O)c2cnn3cccnc23)n1 @ TSHR antag: -6
# CCOc1ccc(Cl)cc1S(=O)(=O)N1CCC(C(=O)NCc2ccco2)CC1 @ ASM inhibitor: 1%
# Cc1ccccc1NC(=S)NC(=O)CCc1ccccc1 @ GALK inh: 0%

# Fetched by compound from the entries so far (2):
entry	Molecule	ASM inhibitor	PKM2 act	USP2a block	Menin MLL FP TR	Mito fusion act	GALK inh	TSHR antag	BCR signal inh	KCNH2 WT inh	Eya2 inh	MBNL1 CUG block
34	Cc1ccccc1Cn1ccc(NC(=O)c2cnn3cccnc23)n1	-1%	4%	3%	-8%	4%	0%	-6	4%	-20	-7%	7%
32	Cc1cc(N/N=C/c2ccc(O)cc2)nc(NS(=O)(=O)c2ccccc2)n1	15%	12%	1%	-3%	-1%	.	10	-3%	-5	5%	-19%

# Grouped by structure: the compounds so far with two or more sulfur atoms (2)
entry	Molecule	ASM inhibitor	PKM2 act	USP2a block	Menin MLL FP TR	Mito fusion act	GALK inh	TSHR antag	BCR signal inh	KCNH2 WT inh	Eya2 inh	MBNL1 CUG block
10	Cc1ccc(C)c(S(=O)(=O)N2CCN(C(=O)Cc3ccc(S(=O)(=O)N4CCOCC4)s3)CC2)c1	1%	.	4%	.	4%	.	-10	-1%	-21	1%	.
35	CN(C)CCCNC(=S)/N=c1\sccn1Cc1ccccc1Cl	-4%	-8%	2%	-17%	-4%	-1%	11	4%	16	0%	-5%

# High-throughput results deposited in PubChem by National Center for Advancing Translational Sciences (NCATS).
